Screens from PubChem.
NCOA2 inhibitor – inhibits human steroid receptor coactivator 2; inhibition, % at 9 µM; AID 651957; 370,000 tested, 0.17% active; Q15596; HEK293 GAL4-SRC2 luciferase reporter, luminescence;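 active means inhibition above the mean inhibition of all tested compounds plus 3 SD, set per campaign, cut at about 52% in these data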;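 further: 0% = DMSO treated cells and 100% = cells given Gossypol at 36 µM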
ABHD5-PLIN5 inh – ABHD5-PLIN5 protein interaction inhibition. 360,000 tested, 0.78% active. Split G. princeps luciferase complementation, luminescence, 4 h. inhibition, % at 4 µM. Q00G26+Q8WTS1;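 active means inhibition above the mean inhibition across every tested compound plus 3 SD, cut at about 22% in these data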;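 further: 0% = DMSO only wells and the 100% control is not disclosed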
SRC1 inh – human NCOA1 inhibition. AID 588354. 360,000 tested, 0.12% active. HEK293 GAL4-SRC1 luciferase reporter, luminescence. Q15788. inhibition, % at 3.6 µM;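 active means inhibition above the campaign mean plus 3 SD, with each screening campaign given its own cutoff, cut at about 60% in these data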;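 further: 0% = DMSO treated cells and 100% = gossypol at 36 µM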
Target sequence (Q15788 whole entry, looked up, the tested form may be a part): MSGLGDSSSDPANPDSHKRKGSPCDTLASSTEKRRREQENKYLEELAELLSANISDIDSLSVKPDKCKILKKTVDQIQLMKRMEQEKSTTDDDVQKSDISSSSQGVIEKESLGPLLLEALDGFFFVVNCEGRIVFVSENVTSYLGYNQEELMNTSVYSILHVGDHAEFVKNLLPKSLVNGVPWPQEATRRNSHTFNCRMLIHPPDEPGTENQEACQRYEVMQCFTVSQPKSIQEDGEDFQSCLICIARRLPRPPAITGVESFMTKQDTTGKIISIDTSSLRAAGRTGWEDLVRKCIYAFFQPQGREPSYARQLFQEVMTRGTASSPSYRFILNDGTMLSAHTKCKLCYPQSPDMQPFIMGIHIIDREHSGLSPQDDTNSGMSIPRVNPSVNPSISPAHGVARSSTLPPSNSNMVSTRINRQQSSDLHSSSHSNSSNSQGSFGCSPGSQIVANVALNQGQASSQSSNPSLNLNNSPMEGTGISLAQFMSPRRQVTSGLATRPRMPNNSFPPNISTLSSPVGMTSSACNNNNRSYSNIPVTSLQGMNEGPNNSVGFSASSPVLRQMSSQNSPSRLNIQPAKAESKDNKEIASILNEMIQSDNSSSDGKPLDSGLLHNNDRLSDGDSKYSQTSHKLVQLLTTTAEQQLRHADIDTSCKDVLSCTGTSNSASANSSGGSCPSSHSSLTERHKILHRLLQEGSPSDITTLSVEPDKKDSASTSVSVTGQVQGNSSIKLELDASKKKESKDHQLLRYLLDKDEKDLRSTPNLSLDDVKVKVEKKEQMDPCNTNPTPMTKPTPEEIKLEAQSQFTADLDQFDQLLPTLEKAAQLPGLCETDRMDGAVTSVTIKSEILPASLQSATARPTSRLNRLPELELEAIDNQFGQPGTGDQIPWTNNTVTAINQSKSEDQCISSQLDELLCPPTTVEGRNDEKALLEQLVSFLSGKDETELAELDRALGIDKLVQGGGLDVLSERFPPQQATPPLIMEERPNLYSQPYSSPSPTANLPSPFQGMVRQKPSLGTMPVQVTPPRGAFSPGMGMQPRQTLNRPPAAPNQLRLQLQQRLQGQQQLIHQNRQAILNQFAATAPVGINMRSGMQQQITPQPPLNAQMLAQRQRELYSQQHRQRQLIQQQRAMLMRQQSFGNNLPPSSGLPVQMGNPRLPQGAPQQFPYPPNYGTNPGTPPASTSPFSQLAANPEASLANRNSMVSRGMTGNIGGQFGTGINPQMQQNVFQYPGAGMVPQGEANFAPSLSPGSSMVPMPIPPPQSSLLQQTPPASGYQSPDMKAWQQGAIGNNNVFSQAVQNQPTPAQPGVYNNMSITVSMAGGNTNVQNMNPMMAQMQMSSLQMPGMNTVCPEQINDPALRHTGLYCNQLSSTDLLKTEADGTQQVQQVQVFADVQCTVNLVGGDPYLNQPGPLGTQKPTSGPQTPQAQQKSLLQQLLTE
NCOA3 inh – inhibitors of human steroid receptor coactivator 3 (SRC3). Q9Y6Q9. HEK293 GAL4-SRC3 luciferase reporter, luminescence. 360,000 tested, 0.17% active. inhibition, % at 3.6 µM;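 active means inhibition above a per-campaign cutoff, the mean of all compounds plus 3 SD, cut at about 60% in these data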;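 further: 0% = DMSO-treated cells and 100% = gossypol-treated cells at 36 µM; higher means less SRC3-driven luciferase light from the GAL4 reporter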
NOD2 RIPK2 PPI – inhibitors of human NOD2-RIPK2 interaction | 360,000 tested, 0.38% active | O43353 | inhibition, % at 4.98 µM | CHO BLA complementation NOD2-RIPK2, CCF4 ratio | AID 624267; in the data active means inhibition above about 21%;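 further: 0% = vehicle only and 100% = reference blocker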
EBV LMP1 NFkB – inhibitors of Epstein-Barr LMP1-induced NF-kappaB reporter; AID 504558; LMP1-induced NF-kappaB luciferase reporter cells, luminescence; inhibition, % at 12.5 µM; 350,000 tested, 0.69% active; in the data active means inhibition above about 41%;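 further: 0% = neutral control wells and 100% = reference inhibitor control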
LRH-1 inv ag – suppresses constitutive activity of human LRH-1 | O00482 | AID 602396 | 360,000 tested, 0.13% active | inhibition, % at 3.6 µM | HEK293T StAR-luciferase reporter, LRH-1 transfected, 24 h;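 active means inhibition above the mean inhibition of all tested compounds plus 3 SD, cut at about 73% in these data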;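 further: 0% = DMSO wells and 100% = reporter-only cells lacking LRH-1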
TLR9-MyD88 block – inhibitors of human TLR9-MyD88 binding | Q9NR96+Q99836 | CHO BLA complementation TLR9-MyD88, CCF4 FRET ratio | inhibition, % at 4.98 µM | 340,000 tested, 0.21% active | AID 504734;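 active means inhibition above the mean over all tested compounds plus 3 SD, cut at about 21% in these data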;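 further: 0% = DMSO only wells and 100% = clavulanate BLA inhibitor control wells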
MC4R antagonist – blocks human MC4R cAMP signaling. MC4R-expressing cells, MTII-stimulated cAMP, LANCE TR-FRET. inhibition, % at 6.5 µM. 360,000 tested, 0.48% active;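 active means inhibition above its plate's cutoff, the mean of tested wells on that plate plus 3 SD, cut at about 29% in these data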;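 further: 0% = Melanotan II alone and 100% = Melanotan II plus saturating MCL0020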
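Assay system: U2OS cells stably expressing human melanocortin 4 receptor (MC4R) / Dosing: 6.5 µM / Timing: compound 30 min, challenge 1 h, detection 1 h / Measured by: Eu-cAMP/anti-cAMP TR-FRET, emission 671 nm / Replicates: singlicate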
NR2F2 inh – inhibitors of human COUP-TFII (NR2F2) | HEK293T NGFI-A luciferase reporter, luminescence | inhibition, % at 8.6 µM | 370,000 tested, 0.7% active | AID 686940;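 active means inhibition above a per-plate cutoff, mean inhibition of test wells between control levels plus 3 SD, cut at about 38% in these data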;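 further: cells cotransfected with COUP-TFII expression vector driving the NGFI-A reporter; 0% = median of COUP-TF2 test wells and 100% = reporter-only cells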
MC4R ag barr – activates human MC4R beta-arrestin recruitment; P32245; U2OS MC4R beta-arrestin complementation, luminescence; percent of melanotan II response, DMSO zero; activation, % at 8.9 µM; 360,000 tested, 0.98% active;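 active means activation above a per-plate cutoff, the mean activation of sample wells on that plate plus 3 SD, cut at about 8% in these data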
Active calls of the source: *; x = no result given. These rows are one share of the data; rates above refer to the full screens.

entry | Structure | NCOA2 inhibitor | LRH-1 inv ag | SRC1 inh | TLR9-MyD88 block | NOD2 RIPK2 PPI | ABHD5-PLIN5 inh | MC4R antagonist | NR2F2 inh | NCOA3 inh | MC4R ag barr | EBV LMP1 NFkB
1 | Cc1ncc([N+](=O)[O-])n1CCOc1nonc1N | 18 | 8 | -1 | -18 | -3 | -4 | 13 | 0 | 6 | -0.6 | 4
2 | COc1ccc(NC(=O)N2C[C@@H]3C[C@@H](C2)c2cccc(=O)n2C3)c(OC)c1 | 19 | 16 | -27 | -6 | -9 | 4 | 4 | 4 | 19 | -0.6 | -3
3 | O=C(c1ccncc1)C12CN3CN(CN(C3)C1)C2 | 5 | 2 | 2 | 1 | 5 | 0 | 6 | 3 | 2 | -1.9 | -3
4 | COc1ccccc1CNCCc1cccc(Cl)c1 | 14 | 7 | -21 | -3 | 2 | 1 | 5 | -11 | -6 | -0.3 | -4
5 | CCOc1ccccc1-n1c(O)c(C=NCc2ccc3c(c2)OCO3)c(=O)[nH]c1=O | 9 | 11 | -10 | -3 | -9 | 6 | 14 | -2 | 2 | -0.2 | -2
6 | CCCN1CCC(NC2CCC(O)CC2)CC1 (stereo not given) | 25 | -9 | -57 | 6 | -1 | -10 | 4 | 11 | -26 | -1.4 | -10
7 | COC(=O)C1=C(c2cc3ccccc3o2)C[C@@H]2CC[C@H]1N2C(=O)N1CCOCC1 | 6 | -2 | 6 | -3 | 7 | 1 | -8 | -14 | -3 | -0.6 | 13
8 | Cc1cccc(OP(=O)(Oc2ccccc2)OC(c2ccccc2)C(F)(F)F)c1 (stereo not given) | -26 | -4 | 1 | -8 | 3 | -2 | 20 | -16 | -5 | 1.6 | 2
9 | CC1(C)C(C(=O)N2CCN(c3ccc(Cl)cc3)CC2)C1(C)C | 7 | -15 | -22 | -2 | -2 | -2 | 2 | -1 | 7 | 1.3 | -3
10 | CCC(CC)NCc1c[nH]c2ccccc12 | 4 | 30 | -10 | 0 | -11 | -1 | 12 | -4 | -5 | -0.4 | 3
11 | CCOC(=O)c1c(-c2ccc(OC)cc2)oc2ccc(OC(=O)N(C)C)cc12 | 1 | 21 | 13 | 3 | 5 | 0 | 9 | 6 | -24 | -1.1 | 1
12 | CC(=NCc1ccco1)c1c(O)n(-c2ccc(C)cc2)c(=O)[nH]c1=O | 1 | -1 | 3 | -9 | -1 | -9 | -1 | -2 | -1 | -1.7 | 0
13 | CN1CCc2cc3c(c4c2C1Cc1ccccc1-4)OCO3 (stereo not given) | 2 | 7 | -12 | -1 | 1 | -10 | 4 | 14 | 0 | -0.1 | 0
14 | C[C@]12CC[C@H](O)C[C@H]1CC[C@@H]1[C@@H]2C[C@@H](O)[C@]2(C)[C@@H](C3=CC(=O)OC3)CC[C@]12O | 33 | 103* | 46 | 7 | -4 | -1 | 2 | 81* | 75* | 24* | 68*
15 | c1ccc2c(c1)Sc1ccccc1N2CC1CN2CCC1CC2 (stereo not given) | 25 | 2 | 2 | 4 | -7 | 8 | 9 | -4 | 4 | -2.0 | 7
16 | Nc1c(C(=O)OCc2ccccc2)c2nc3ccccc3nc2n1Cc1cccs1 | 20 | 16 | 7 | -5 | -1 | -15 | 2 | 10 | 3 | -3.2 | -18
17 | COc1cccc2c1N=C1CCCC3CN(C(C)=O)CCC123 (stereo not given) | -10 | -4 | -3 | 3 | -1 | 3 | 6 | 3 | -11 | -1.4 | 15
18 | CCc1ccc(NC(=O)CCNC(=O)N2C[C@H]3C[C@@H](C2)c2cccc(=O)n2C3)cc1 | -29 | -11 | -10 | -2 | -13 | 1 | 0 | -13 | -23 | 1.0 | -21
19 | O=c1[nH]c(O)c(N=Nc2ccc([N+](=O)[O-])cc2)c(=O)[nH]1 | -8 | 13 | 13 | -2 | -4 | 7 | -11 | -5 | 13 | -2.1 | 2
20 | CC1c2ccccc2-n2nncc2CN1CC1CCCCC1 (stereo not given) | -9 | -16 | -5 | 2 | -1 | 2 | 9 | 3 | -10 | -2.9 | 8
21 | O=C(c1ccccc1)C(O)(CN1CCCCC1)c1ccccc1 (stereo not given) | 19 | -12 | -3 | 2 | 11 | 0 | -2 | 12 | -32 | -1.3 | 11
22 | CCC(C)C1NC(=O)C(C(C)=O)=C1O (stereo not given) | 22 | 12 | -1 | -11 | 0 | 4 | 5 | -2 | 2 | -0.3 | 0
23 | Cc1ccc(CN2C(=O)NC(=O)C3(Cc4c(nc5ccccn5c4=O)N4CCCCCC43)C2=O)cc1 (stereo not given) | -12 | -5 | -36 | -1 | -8 | 3 | 13 | 25 | 0 | -1.1 | 4
24 | Cc1c(O)ccc(C(=O)CN2CC(C)OC(C)C2)c1O (stereo not given) | 1 | 13 | -35 | 4 | -4 | 1 | 1 | 0 | 5 | -1.4 | 1
25 | CCOC(=O)CC1=C(C(=O)OCC)C2(C(=O)N1CC(=O)OC)C(C#N)=C(N)Oc1ccccc12 (stereo not given) | 1 | 5 | 2 | 5 | 3 | -5 | 15 | 8 | 11 | 0.8 | -5
26 | Cc1ccc(S(=O)(=O)N2Cc3cc(-c4ccccc4)ccc3-n3nncc3C2)cc1 | -8 | -5 | 13 | x | -1 | -14 | x | -8 | -2 | x | x
27 | CN(C(=O)Cc1ccc(Cl)c(Cl)c1)C(CN1CCCC1)c1cccc(OCC(=O)O)c1 (stereo not given) | 3 | -24 | 7 | 23* | 3 | -2 | 3 | 8 | 1 | -1.2 | -15
28 | N#Cc1ccc(NC(=O)CN2CCN(C(=O)c3cccs3)CC2)cc1Cl | 13 | 13 | -6 | 2 | 1 | 0 | 17 | -7 | 5 | -1.2 | -1
29 | Cc1ccc(-c2ccc(=O)n(CC(=O)N3CCC4(CC3)OCCO4)n2)cc1 | 18 | 12 | -6 | -3 | -10 | 1 | 6 | 1 | -1 | -2.8 | -5
30 | O=C(Cc1c[nH]c2ccccc12)NNCc1ccc(N(CCCl)CCCl)cc1 | -11 | 0 | 3 | 1 | -8 | 10 | 13 | 16 | -16 | 0.7 | 32
31 | c1ccc(Cn2ccnc2)cc1 | -10 | -21 | 0 | 4 | -2 | -3 | 4 | -1 | -17 | -1.0 | -3
32 | O=P(Nc1cccc(Cl)c1)(Oc1ccccc1)Oc1ccccc1 | -20 | -20 | -10 | 3 | -3 | 2 | 1 | 2 | 18 | -4.5 | 4
33 | CCN(CC)S(=O)(=O)c1cccc(N=Nc2c(O)n(CC)c(=S)n(CC)c2=O)c1 | -5 | 17 | -4 | -6 | -14 | -4 | 23 | -3 | 5 | -1.2 | 5
34 | COc1ccc(C2=CC(c3ccc4c(c3)OCO4)c3c(c4ccccc4oc3=O)O2)cc1OC (stereo not given) | -28 | 4 | -45 | -8 | 1 | 0 | -8 | -17 | -7 | -3.3 | 4
35 | Cc1nc2c(-c3ccc(F)cc3)c(C)nn2c(C)c1CCC(=O)N1CCC2(CC1)OCCO2 | -26 | 12 | -1 | 1 | 4 | 4 | 7 | -11 | 5 | -2.3 | -6
36 | Nc1nonc1OCCCCOc1nonc1N | -2 | -5 | 2 | 5 | -9 | 0 | 7 | -7 | 9 | -1.1 | 2
37 | COc1ccc(CNCCc2c[nH]c3ccccc23)cc1OC | -19 | 0 | 1 | -19 | -2 | -3 | 15 | -11 | -6 | -0.2 | 2
38 | CCCCOC(=O)c1ccc(NC(=O)c2c(O)[nH]c(=O)[nH]c2=O)cc1 | 5 | 2 | 10 | 0 | 8 | -7 | 19 | 3 | 3 | -0.3 | -9
39 | CCOC(=O)c1c(C)n(Cc2ccc(F)cc2)c2ccc(O)cc12 | -1 | -24 | -20 | 10 | -4 | -6 | -5 | -5 | -14 | 0.5 | 10
40 | C[C@@H]1CN([C@@H](C)CO)C(=O)CCCn2cc(nn2)CO[C@H]1CN(C)C(=O)Oc1ccc2ccccc2c1 | -20 | 19 | -5 | -8 | -10 | -3 | 8 | 0 | -16 | -0.8 | 3
41 | CCOC(=O)C1(CCc2ccccc2)CCN(Cc2ccc3c(c2)OCCO3)CC1 | 4 | 9 | -20 | -4 | 0 | 0 | 5 | 27 | 5 | -0.6 | 12
42 | O=c1c2ccccc2nc(-c2ccco2)n1-c1ccccn1 | -20 | -2 | -6 | -7 | -6 | -2 | 0 | 4 | 0 | -1.1 | 2
43 | COc1ccc(N=C(C)c2c(O)[nH]c(=O)[nH]c2=O)cc1 | -4 | 8 | -25 | -4 | -2 | -4 | 17 | -3 | -3 | -1.0 | 4
44 | CCCN1CCC[C@H](c2cccc(O)c2)C1 | 2 | 0 | -12 | -7 | -2 | 7 | 1 | -7 | -7 | 0.7 | 12
45 | O=c1[nH]c(=O)n(-c2ccccc2F)c(O)c1/C=C1\C=Nc2ccccc21 | -14 | 5 | 14 | -1 | 5 | 10 | 3 | -11 | -6 | -2.5 | 0
46 | CC(C)CCOP(N)(=O)Oc1ccccc1 (stereo not given) | -15 | -31 | 7 | -7 | 2 | 3 | 5 | 4 | 10 | -2.6 | -1
47 | COc1ccc(-n2c(SC)nc3ccccc3c2=O)cc1 | -9 | 11 | 2 | -6 | -4 | 2 | 8 | -11 | 10 | -1.2 | 3
